High-throughput results deposited in PubChem by The Scripps Research Institute Molecular Screening Center.
IDE cell activ: human IDE activators in live cells, primary screen, fluorescence polarization, HEK cells, FAbeta-B substrate; hit rate 0.073% among 340,000; Insulin-degrading enzyme (Homo sapiens), P14735; activation, % at 5.96 µM; FAbeta-B cleavage; 0% vehicle, 100% cell-free pure enzyme wells; AID 493087, 2011;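 active = activation above the mean of all tested compounds plus 3 SD, set per screening campaign, cut at about 17% in these data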
Target sequence (P14735 whole entry, looked up): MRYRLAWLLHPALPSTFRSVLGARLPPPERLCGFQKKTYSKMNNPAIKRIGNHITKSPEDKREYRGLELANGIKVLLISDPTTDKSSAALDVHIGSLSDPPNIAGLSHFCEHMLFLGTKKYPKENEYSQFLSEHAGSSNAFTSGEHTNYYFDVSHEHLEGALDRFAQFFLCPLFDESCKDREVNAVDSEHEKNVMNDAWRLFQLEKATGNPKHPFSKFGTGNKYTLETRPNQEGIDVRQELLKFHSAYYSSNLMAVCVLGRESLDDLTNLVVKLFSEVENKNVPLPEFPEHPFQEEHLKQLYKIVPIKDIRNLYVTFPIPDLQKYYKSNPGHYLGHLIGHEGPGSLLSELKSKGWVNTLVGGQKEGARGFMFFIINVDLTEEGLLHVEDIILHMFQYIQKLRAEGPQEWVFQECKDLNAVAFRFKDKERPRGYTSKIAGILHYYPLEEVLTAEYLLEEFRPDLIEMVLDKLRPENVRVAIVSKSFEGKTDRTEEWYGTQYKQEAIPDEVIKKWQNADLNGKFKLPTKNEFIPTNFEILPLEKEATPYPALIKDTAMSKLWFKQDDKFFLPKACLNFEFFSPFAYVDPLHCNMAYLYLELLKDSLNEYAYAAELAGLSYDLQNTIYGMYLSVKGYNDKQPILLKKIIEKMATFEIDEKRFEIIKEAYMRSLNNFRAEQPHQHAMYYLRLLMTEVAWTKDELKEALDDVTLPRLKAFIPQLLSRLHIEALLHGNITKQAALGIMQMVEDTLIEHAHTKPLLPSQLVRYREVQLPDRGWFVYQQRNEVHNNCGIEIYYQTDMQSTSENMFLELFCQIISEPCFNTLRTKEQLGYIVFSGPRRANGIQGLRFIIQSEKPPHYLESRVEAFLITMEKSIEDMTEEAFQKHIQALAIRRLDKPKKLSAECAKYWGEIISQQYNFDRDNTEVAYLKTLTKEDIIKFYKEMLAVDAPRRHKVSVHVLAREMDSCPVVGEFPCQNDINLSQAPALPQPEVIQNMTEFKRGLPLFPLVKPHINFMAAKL
An asterisk follows results filed as active. Some of the compounds tested; the hit share may differ from the screen's.

IDE cell activ	molecule
3.7	CCOC(=O)C1=C(C)N(C[C@@H]2CC[C@@H](Cc3ccc4cc(OC)ccc4c3)O2)C(=O)NC1c1ccccc1 (stereo partly drawn)
3.4	Cc1ccc(CNc2ncnc3c2cnn3C2CCCCO2)cc1 (stereo not drawn)
-0.6	O=C(NC(=O)c1c(F)cccc1F)Nc1cccc(Oc2ncc(Cl)cn2)c1
-1.4	Cc1ccc(C)c(NC(=O)CN(C)C(C)C(=O)N2CC(C)CC(C)C2)c1 (stereo not drawn)
2.9	Cc1ccc(S(=O)(=O)NCC(=O)OCc2csc(CC(=O)Nc3ccccc3C)n2)cc1C
5.9	CC(C)C(NS(=O)(=O)c1ccccc1F)C(=O)OCC(=O)NCc1ccco1 (stereo not drawn)
5.3	COC(=O)[C@H](Cc1ccc(O)cc1)NC(=O)Cn1cnc2c(NCc3ccccc3)ncnc21
5.7	Nc1ccc(S(=O)(=O)c2ccc(NC(=O)c3cccnc3)cc2)cc1
5.3	CCOC(=O)NC1CCc2cc(OC)c(OC)c(OC)c2-c2ccc(SC)c(=O)cc21 (stereo not drawn)
1.2	O=[N+]([O-])c1ccc(Cl)cc1P(=O)(O)c1cc(Cl)ccc1[N+](=O)[O-]
3.3	CCC1(C)COC(c2ccc3c(c2)OCO3)OC1 (stereo not drawn)
-2.4	Cc1ccc(C(=O)NCc2cccc(C(F)(F)F)c2)cc1S(=O)(=O)N1CCCCC1
4.2	COc1cccc2c1C(CCCC(=O)O)CCC2 (stereo not drawn)
3.5	O=C(CSc1nncs1)Nc1cc(S(=O)(=O)N2CCOCC2)ccc1N1CCCC1
-0.2	O=C(CN(C1CCCCC1)S(=O)(=O)c1ccc(F)cc1)NCC1CCCO1 (stereo not drawn)
-0.7	COc1ccc(N=C2c3ccccc3-c3ccc([N+](=O)[O-])cc32)cc1
1.2	Cc1ccc(NC(=O)COC(=O)Cn2c(C)csc2=O)cc1S(=O)(=O)N1CCOCC1
4.3	NC(=O)c1ccc(N2CCCC2)nc1
3.1	COC1OC2COC(c3ccccc3)OC2C(OC(C)=O)C1OC(C)=O (stereo not drawn)
-1.0	CCc1ccccc1-n1ncc(C(=O)Nc2ccc(OC)cc2)c1C
3.6	CCCn1c(SCC(=O)N(CC)c2c(N)n(Cc3ccccc3)c(=O)[nH]c2=O)nnc1-c1ccncc1
-1.9	Cc1ccc(S(=O)(=O)NC(C(=O)N2CCN(S(=O)(=O)c3cccc(F)c3)CC2)C(C)C)cc1 (stereo not drawn)
1.0	CC(=O)OCC(=O)C1(O)CCC2C3CCC4C(OC(C)=O)C(=O)CCC4(C)C3C(=O)CC21C (stereo not drawn)
6.9	Cc1cc(=O)[nH]c(N2CCCCC2)n1
3.5	COc1ccc(CCNC(=O)c2ccc(NC(=O)CC3SC(N4CCCC4)=NC3=O)cc2)cc1OC (stereo not drawn)
2.2	CC12CCC(C(=O)N(c3nccs3)C1=O)C2(C)C (stereo not drawn)
3.5	O=C(CN1C(=O)c2ccccc2S1(=O)=O)Nc1cc(S(=O)(=O)N2CCCCC2)ccc1Cl
1.2	CN(C)c1cccc(C(=O)OCC(=O)c2ccc[nH]2)c1
5.1	O=S(=O)(Nc1cccc(S(=O)(=O)N2CCCC2)c1)c1ccc(F)cc1
-2.9	Cc1ccc(NC(=O)C(C)OC(=O)COc2cccc(C(F)(F)F)c2)cc1S(=O)(=O)N1CCOCC1 (stereo not drawn)
5.4	CC(=O)N1CCN(C(=O)c2cc(S(=O)(=O)N(C)Cc3ccccc3)ccc2Cl)CC1
0.3	CC[C@]12c3[nH]c4cc(-c5ccco5)ccc4c3CCN1C(=O)[C@@H](CC(=O)NCCc1ccccn1)C[C@@H]2C(=O)N1CCN(C(=O)C2CC2)CC1
-3.5	CCOc1ccccc1NC(=O)CC1(CC(=O)N2CCOCC2)CCCC1
2.6	CC1CCc2c(sc(NC(=O)c3noc4c3CCCC4)c2C(N)=O)C1 (stereo not drawn)
-1.2	CC(C)=NNc1ncnc2nc[nH]c12
5.7	O=C(NN=Cc1ccc2c(c1)OCO2)NN=Cc1ccc2c(c1)OCO2
1.0	CC(C)(CC(=O)c1ccccc1)CC(=O)c1ccccc1
-1.1	CCN(C(=O)COC(=O)C1CC1C)c1c(N)n(Cc2ccccc2)c(=O)[nH]c1=O (stereo not drawn)
3.0	CN1C[C@@H]2[C@@H]3C(=O)N(Cc4ccccc4)C(=O)[C@@H]3[C@](C)(C1=O)N2C(=O)c1ccc(C(F)(F)F)cc1
-1.4	Cc1ccc(C2NC(=O)c3ccccc3N2)c(C)c1 (stereo not drawn)
-1.6	Cc1ccc(-c2nn(Cc3ccccc3)cc2C(=O)NCC2CCCO2)cc1 (stereo not drawn)
3.9	O=S(=O)(NC(CO)Cc1ccccc1)c1ccc(Br)cc1F (stereo not drawn)
-5.5	CC(=O)c1ccc(OCCCC(=O)Nc2cc(S(=O)(=O)N3CCCCC3)ccc2C)cc1
-2.2	CC1(C)CSC(C)(C)C(=O)N1
4.5	Cc1ccc(S(=O)(=O)N2CCN(C(=O)COC(=O)/C=C/c3cccc([N+](=O)[O-])c3)CC2)c(C)c1
-6.3	CC/C(=C(/c1ccccc1)c1ccc(OCC[N+](C)(C)C)cc1)c1ccccc1
2.7	CSc1nc(NCCN(C)C)c2sc3nc(-c4ccco4)c4c(c3c2n1)CCC4
-20.5	Cc1ccc(NC(=O)CSc2nnc3ccc(-c4ccncc4)nn23)cc1
5.8	O=C(c1cc(C2CC2)nn1-c1ccccc1)N1CCN(c2ccc(O)cc2)CC1
1.3	O=C(COC(=O)c1ccc(S(=O)(=O)N2CCCCC2)cc1)Nc1ccccc1Cl
0.2	CCN(CC)c1ccc(C2NC(=O)c3ccccc3N2)cc1 (stereo not drawn)
-6.6	c1ccc2cc(N3CCCCC3)ccc2c1
2.1	CCCCCCCSc1ncnc2[nH]ncc12
0.7	CN(C)C(=O)CCc1ccc2c3c([nH]c2c1)[C@]1(C)[C@@H](C(=O)N2CCOCC2)C[C@H](CC(=O)NCCC2=CCCCC2)C(=O)N1CC3
2.3	CC(=NNC(=S)N1CCN(c2ccccn2)CC1)c1ccccn1
2.3	CC(=O)Nc1ccc(NCc2ccc(-c3ccccc3)cc2)cc1
-0.4	COc1cccc(COC(=O)c2cc(S(=O)(=O)N3CCOCC3)ccc2Cl)c1OC
2.2	CN(C)S(=O)(=O)c1cccc(NC(=S)NC(=O)c2ccco2)c1
0.4	COc1ccc(C2CC(=O)Oc3cc4c(cc32)OCO4)cc1 (stereo not drawn)
1.9	CCOC(=O)C1CCCC12Nc1cccc3cccc(c13)N2 (stereo not drawn)

The list goes on.
IDE cell activ	molecule
4.5	Oc1cc(CNC2CCCCC2)c(O)cc1CNC1CCCCC1
0.5	Nc1c(N(CCCO)C(=O)CCCN2C(=O)c3cccc4cccc(c34)C2=O)c(=O)[nH]c(=O)n1Cc1ccccc1
0.9	CCN1CCC(CN2CCNC2=S)CC1
-2.5	O=C(COC(=O)c1nc(Cl)ccc1Cl)Nc1cccc(S(=O)(=O)N2CCOCC2)c1
5.8	Cc1ccc(C(=O)Nc2ncccc2C)o1
5.5	O=C(CN1CCCCC1)NC(=O)Nc1ccccc1F
5.2	O=C(O)CC1CCC1CC(=O)O (stereo not drawn)
-8.4	COc1cc(/C=C/C=C2/CC/C(=C/C=C/c3ccc(O)c(OC)c3)C2=O)ccc1O
0.8	COc1cc(OC)cc(C(=O)NC(C(=O)Nc2ccc(N3CCOCC3)cc2)C(C)C)c1 (stereo not drawn)
4.0	CN1C[C@@H]2[C@@H]3C(=O)N(Cc4ccccc4)C(=O)[C@@H]3[C@](Cc3ccccc3)(C1=O)N2C(=O)c1ccc(C(C)(C)C)cc1
-1.4	O=C(c1ccccc1)N1CCCCC1
-3.0	O=c1oc2ccccc2c(=O)c2ccccc12
1.4	CCC(CC)CN1CCC(CN2C(=O)C(=O)NC[C@@H]2[C@@H](C)CC)CC1
1.1	Cc1ccc(S(=O)(=O)N2CCCCC2)cc1NC(=O)Cn1cnc2c1c(=O)n(C)c(=O)n2C
4.3	Cc1nnc(SC(C)C(=O)NC2CCCCC2)s1 (stereo not drawn)
6.2	O=C(Nc1ccc2c(c1)C(N1CCOCC1)c1ccccc1-2)C(F)(F)F (stereo not drawn)
4.4	CC(=O)OCC1(O)CC23CCC4c5ccoc5CCC4(C)C2CCC1C3 (stereo not drawn)
2.9	Cc1cc([N+](=O)[O-])c2ccccc2c1NS(=O)(=O)c1ccccc1
-1.5	CC(=O)Nc1ccc(C(=O)OCC(=O)NCCC2=CCCCC2)cc1
4.8	Cc1ccc(S(=O)(=O)N2CCCCC2)cc1NC(=O)c1cncc(Br)c1
3.2	COc1ccc(NC(=O)c2ccc(NC(=O)c3nc4nc(C)cc(C)n4n3)cc2)cc1
16.3	CN(C)CCNc1ccc2ncn3c4ccc(O)cc4c(=O)c1c23
5.8	O=C(Cc1cccs1)N[C@@H]1c2ccccc2CC[C@@H]1OCc1ccccc1
3.1	COc1ccc(CC(=O)OCC(=O)NC2CCCCCC2)cc1OC
1.3	NC(=O)c1ncn([C@@H]2O[C@H](CNCc3ccccc3OCc3ccc(Cl)cc3Cl)[C@@H](O)[C@H]2O)n1
0.8	CN(C)c1ccc(C(=O)C(O)c2ccccc2Cl)cc1 (stereo not drawn)
5.4	Cc1ccc(S(=O)(=O)NCCC(=O)NCCc2ccccc2)cc1
6.8	O=C(c1ccc(F)cc1)C1CCN(Cc2ccccc2)CC1
1.2	Cc1cccc(NC(=O)CSCC(=O)N(C)Cc2ccc3c(c2)OCCO3)c1
4.6	Cc1ccc(OCc2occc2C(=O)O)cc1
2.0	COc1ccc(OCCCC(=O)OCC(=O)Nc2ncc(Cl)cc2Cl)cc1
-0.9	O=CNc1c(Br)cc2c(c1Br)Cc1cc(Br)ccc1-2
-2.5	O=C(NNC(=O)c1cccc2ccccc12)c1cccc(Br)c1
0.5	CCOC(=O)/C=c1/s/c(=C/c2ccccc2OC)c(=O)n1CC(=O)N1CCOCC1
8.4	CC(C)=CCc1ccc(O)c(=O)cc1C(C)C
1.8	c1ccc(COC2COC3C(OCc4ccccc4)COC23)cc1 (stereo not drawn)
0.7	CC1(C2CCC3C4CCC5CC6(CCC5(C)C4C(=O)CC32C)OCCO6)OCCO1 (stereo not drawn)
1.8	COc1cccc(CCC2C(=O)CCCC2=O)c1
-11.0	O=C1C=CC2(O[C@H](c3ccccc3)[C@@H](c3ccccc3)O2)[C@H](Sc2ccccc2O)C1
1.2	CCOC(=O)C1=C(C)N(C[C@@H]2CC[C@@H](Cc3ccc(-c4ccccc4)cc3)O2)C(=O)NC1c1ccc(SCc2ccco2)c([N+](=O)[O-])c1 (stereo partly drawn)
2.5	CC(=O)Nc1c(Cl)c(Cl)c2c(c1Cl)Cc1cc(Cl)ccc1-2
3.3	CC(=O)Nc1cccc2cc(O)ccc12
-0.7	CCON1C(=O)C2(CCCCC2)C(=O)C12C=CCCC2 (stereo not drawn)
7.5	O=c1[nH]c(=O)n(C2OC(CO)C(O)C2O)cc1F (stereo not drawn)
1.3	C=CCn1c(SCC(=O)NCC(c2ccccc2)N(C)C)nc2sc3c(c2c1=O)CCC3 (stereo not drawn)
5.0	CC1OC(OC2C(CO)OC(OCC3OC(OC(=O)[C@@]45CCC(C)(C)C[C@@H]4C4=CC[C@@H]6[C@@]7(C)CCC(OC8OCC(O)C(O)C8OC8OC(C)C(O)C(O)C8O)[C@@](C)(CO)C7CC[C@@]6(C)[C@]4(C)CC5)C(O)C(O)C3O)C(O)C2O)C(O)C(O)C1O (stereo partly drawn)
0.3	COc1ccc(C(CNC(=O)CCNS(=O)(=O)c2ccc(Br)cc2)N2CCOCC2)cc1 (stereo not drawn)
6.1	CC(C)C[C@H](NC(=O)OCC1c2ccccc2-c2ccccc21)C(=O)O
2.1	CN(Cc1ccccc1)C(=O)c1cccc(NC(=O)Cc2cccc(NC(=O)C3CCN(C(=O)c4ccccc4)CC3)c2)c1
1.7	CC(Oc1ccccc1F)C(=O)NNC(=O)Cc1ccc(S(=O)(=O)N2CCOCC2)s1 (stereo not drawn)
2.6	Cc1ccc(S(=O)(=O)N2CCN(C(=O)COC(=O)CC(C)c3ccccc3)CC2)c(C)c1 (stereo not drawn)
-0.5	Cn1nc(C(=O)NCc2ccccc2CN2CCCC2)c2ccccc2c1=O
1.3	O=C(Cn1cnc2c(NCc3ccccc3)ncnc21)NCCCN1CCCC1=O
-2.8	N#Cc1ccc(C(=O)N2CCC3CC2c2cc(-c4ccc(F)cc4)ccc23)cc1 (stereo not drawn)
